# Salmonella PhoP GFP – PhoP regulon inhibitors, Salmonella typhi PhoP promoter GFP reporter, confirmatory (AID 1850); Salmonella Typhi PhoP-promoter GFP reporter, fluorescence, 4 h; higher % means a stronger effect; inhibition, % at 50 µM; hits with a dose series show IC50 in µM; hit rate 0.33% among 310,000; in the data active = a potency from the dose series; inconclusive = inhibition mostly from about 25% at the one dose, without a potency; inactive = the rest, 99 in 100 with inhibition below about 19%;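 also: 0% = induced wells with vehicle and 100% = uninduced wells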
# inhibitors of VEEV – inhibitors of VEEV TC-83 cytopathic effect, confirmation, Vero cells (AID 588727). Vero cells, VEEV TC-83 cytopathic effect inhibition; higher % means a stronger effect. inhibition, % at 20 µM; hits with a dose series show IC50 in µM. hit rate 0.13% among 350,000; in the data active = a potency from the dose series; inconclusive = inhibition mostly from about 14% at the one dose, without a potency; inactive = the rest, 99 in 100 with inhibition below about 12%; also: strong numbers were not always called active
# tuberculosis growth – growth inhibition of non-replicating M. tuberculosis (AID 488890) | Mycobacterium tuberculosis non-replicating, growth inhibition; higher % means a stronger effect | one-dose inhibition, % at 25 µM; IC50 in µM for titrated hits | hit rate 0.39% among 320,000; in the data active = a potency from the dose series; inconclusive = inhibition mostly from about 82% at the one dose, without a potency; inactive = the rest, 99 in 100 with inhibition below about 76%;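 also: plate controls were DMSO cells for no effect and high antibiotic wells for full effect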
# H37Rv inhibition – M. tuberculosis growth inhibition, HTS (AID 449762); M. tuberculosis H37Rv growth inhibition, 7H9 media; higher % means a stronger effect; inhibition, % at 25 µM, or IC50 in µM where a hit was titrated; hit rate 0.59% among 330,000; in the data active = a potency from the dose series; inconclusive = inhibition above about 70% without an active follow-up result;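 also: bacterial growth assessed after seven days of incubation; strong numbers were not always called active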
# influenza NS1A – NS1A inhibition, H1N1 influenza, cell based functional assay (AID 504329). NS1A functional cell-based assay, percent inhibition; higher % means a stronger effect. one-dose inhibition, % at 12.5 µM; IC50 in µM for titrated hits. hit rate 0.3% among 340,000; in the data active = a potency from the dose series; inconclusive = inhibition above about 27% without an active follow-up result; also: strong numbers were not always called active
# inhibitors of VEEV 10K pilot screen – second read-out of inhibitors of VEEV, no call of its own (marks repeat the call); inhibition, %; measured here: 10K pilot screen inhibition
# * marks the source's active call; other numbers are inactive results; i = inactive; ? = inconclusive; nt = not tested or not shown.
SMILES,Salmonella PhoP GFP,inhibitors of VEEV,tuberculosis growth,H37Rv inhibition,influenza NS1A,others
CCn1cc(C(=O)O)c(=O)c2cc(F)c(N/N=C/c3ccccc3)cc21,-4%,11%,47%,28%,-16%,
COC(=O)C(Cc1ccccc1)NC(=O)CC(C)CC(=O)Nc1ccc(OC)cc1OC (stereo not given),-1%,0.8%,17%,3%,3%,
CCOC(=O)c1c(NC(=O)COC(=O)CC(NC(C)=O)c2ccccc2)sc(C(=O)NC)c1C (stereo not given),4%,3.1%,-5%,8%,-4%,
CCc1cccc(CC)c1NC(=O)C1CCN(C(=O)c2ccco2)CC1,0%,1.1%,-5%,-3%,0%,
Cc1cc(C)c(NC(=O)CSc2nc(COc3ccccc3)nc3ccccc23)c(C)c1,-22%,0.8%,0%,11%,0%,
CN(C)c1ccc(C(C(=O)NCC2CCCO2)N(C(=O)c2snc(C(N)=O)c2N)c2ccc3c(c2)OCO3)cc1 (stereo not given),-16%,9.3%,-12%,5%,1%,
COc1cc(/C=C/C(=O)N2CCN(Cc3ccccc3)CC2)cc(OC)c1OC,-6%,i,14%,2%,11%,
COc1ccc(/C(C)=N/NC(=O)CNC(=O)/C=C\c2ccccc2)c(OC)c1,-17%,1.8%,1%,10%,-2%,
O=C(Nc1ccc(-c2csc(Nc3ccccc3)n2)cc1)c1cccc(C(F)(F)F)c1,1%,2.0%,19%,1%,1%,
CCOC(=O)c1cnc2c(-c3ccccc3)cnn2c1C,-9%,2.2%,57%,6%,-20%,

# Gathered by group, those above with an aryl methoxy group
SMILES,Salmonella PhoP GFP,inhibitors of VEEV,tuberculosis growth,H37Rv inhibition,influenza NS1A,others
COC(=O)C(Cc1ccccc1)NC(=O)CC(C)CC(=O)Nc1ccc(OC)cc1OC (stereo not given),-1%,0.8%,17%,3%,3%,
COc1cc(/C=C/C(=O)N2CCN(Cc3ccccc3)CC2)cc(OC)c1OC,-6%,i,14%,2%,11%,
COc1ccc(/C(C)=N/NC(=O)CNC(=O)/C=C\c2ccccc2)c(OC)c1,-17%,1.8%,1%,10%,-2%,

# Remaining list, next part.
SMILES,Salmonella PhoP GFP,inhibitors of VEEV,tuberculosis growth,H37Rv inhibition,influenza NS1A,others
CC1(C)Cc2c(cnn2-c2ccccc2)C(=O)/C1=N\NC(=O)c1ccccc1O,-25%,12%,15%,1%,12%,
O=C(CNc1cc([N+](=O)[O-])ccc1NCCO)Nc1cccc(S(=O)(=O)N2CCCCC2)c1,nt,i,10%,8%,16%,
FC(F)(F)c1ccc(Cl)c(-n2c(-c3cc(C4CC4)[nH]n3)n[nH]c2=S)c1,-11%,6.5%,-1%,-6%,8%,
N=C1c2ccccc2CN1c1ncccn1,25%,0.2%,-15%,-9%,-6%,
CCOc1ccc(Cc2nc(C)c(CC(=O)N3CCOCC3)c(=O)[nH]2)cc1,2%,0.7%,8%,-8%,12%,
O=C(c1cccs1)N1CCc2ccccc21,-5%,i,3%,-6%,-37%,
COC(=O)C1=C(c2ccccc2)C[C@@H]2CC[C@H]1N2C(=O)NCC1CC1,7%,0.2%,19%,2%,5%,
CC(C(=O)NC(=O)NC1CCCCC1)N(C)CC(=O)Nc1ccc(F)c(F)c1F (stereo not given),2%,2.6%,63%,100%,0%,
O=C(CSc1n[nH]c(-c2ccccc2F)n1)Nc1cc(F)ccc1F,nt,3.7%,0%,5%,-17%,
Cc1cccc(N2CCC3(CC2)C(=O)NC(=O)NC3=O)c1,nt,i,nt,nt,2%,
O=C1NC(=Nc2ccc(O)cc2)S/C1=C\C=C\c1ccco1,?,8.3%,12%,1%,-12%,
COc1ccc(C2(O)CN(c3ccccc3)C3=[N+]2CCS3)cc1OC (stereo not given),-1%,0.8%,11%,4%,10%,
CCOC(=O)C(Cc1ccc(O)cc1)Nc1nc2ccccc2o1 (stereo not given),nt,i,nt,nt,1%,
CCCCc1nc(SCc2ccc([N+](=O)[O-])cc2)n[nH]1,-5%,i,10%,-2%,-11%,
Cc1cccc(NC(=O)c2nc[nH]c2C(=O)N(C)Cc2ccccc2)c1,nt,3.3%,64%,28%,-17%,
COc1cc(OC)c(OC)cc1CNC(=O)c1ccc(S(=O)(=O)N2CC(C)OC(C)C2)cc1 (stereo not given),nt,2.2%,14%,-3%,-4%,
Cc1c(C(=O)N2CCN(c3ccccc3F)CC2)oc2c1C(=O)CC(C)(C)C2,-15%,4.8%,6%,0%,-5%,
COc1ccc(NC(=S)N2CCN(S(=O)(=O)c3ccc(C)cc3)CC2)cc1,1%,7.7%,-7%,-1%,-7%,
O=c1[nH]ncc(NCCc2ccccc2)c1Cl,-14%,0.5%,-17%,2%,-6%,
CCCCSc1nc2ccc(Nc3nc(N4CCOCC4)nc(N4CCOCC4)n3)cc2s1,-1%,8.3%,13%,?,-10%,
O=C(NCc1ccco1)C1CCN(C(=O)c2cc3sccc3n2Cc2ccc(F)cc2)CC1,0%,i,31%,5%,7%,
CCOC(=O)c1ccc(NC(=O)CSc2nnc(-c3ccncc3)n2C)cc1,-2%,3.6%,11%,?,-3%,
NC(=O)N=Nc1c(O)n(Cc2ccccc2)c2ccc(Br)cc12,9%,i,-6%,2%,-10%,
CCOc1ccc(S(=O)(=O)N2CCC(C(=O)OCc3ccc(OC)cc3)CC2)cc1,-2%,6.1%,76%,16%,0%,
CCc1n(CC(O)COCc2ccccc2)c2ccccc2[n+]1C (stereo not given),6%,i,11%,5%,-6%,
CC1CCN(C(=O)c2ccccc2NC(=O)c2cccs2)CC1,-2%,1.3%,-8%,-2%,10%,
O=C(Cc1cccs1)Nc1ccc(S(=O)(=O)N2CCCC2)cc1,-5%,0.6%,21%,-8%,-4%,
O=C1CCC(C(=O)N2CCCC(N3CCN(c4cccc(C(F)(F)F)c4)CC3)C2)=NN1 (stereo not given),0%,0.1%,-6%,5%,-4%,
Cc1nn(S(=O)(=O)N(C)C)c(C)c1CN1C(=O)c2ccccc2C1=O,2%,i,-5%,-4%,0%,
CCC(C)n1c(SCC(=O)NC(=O)Nc2ccc3c(c2)OCCO3)nc2ccccc2c1=O (stereo not given),-1%,0.1%,3%,-2%,-8%,
CC1(C(=O)CSc2n[nH]c(-c3ccccc3Cl)n2)CCC(=O)O1 (stereo not given),-26%,nt,2%,-3%,nt,
Cc1ccsc1/C=N/NC(=O)C1C(=O)NCC1c1ccccc1 (stereo not given),7%,nt,6%,-4%,nt,
Cc1cc2nc(C)c(Cc3ccccc3)c(=O)n2[nH]1,21%,5.9%,14%,6%,-6%,
O=C(NCc1cccnc1)C12CC3CC(CC(Cl)(C3)C1)C2,-11%,0.5%,3%,-7%,-5%,
CCOC(=O)C1CCN(CC(=O)c2c(C)[nH]c3ccccc23)CC1,-7%,2.0%,10%,-3%,-8%,
CN1CCC(N(C)C(=O)c2ccccc2Nc2ccc(SC(F)F)cc2)CC1,-4%,0.2%,7%,-2%,10%,
CCCOc1ccc(N2C(=O)CC(N3CCC(O)(c4cccc(C(F)(F)F)c4)CC3)C2=O)cc1 (stereo not given),13%,0.9%,?,1%,-8%,
Cc1ccc(/C=N/NC(=O)C(=O)N/N=C/c2ccc(C)o2)o1,5%,0.3%,-13%,-4%,-2%,
CN1CCN(C2=Nc3cc(F)ccc3Cc3ccccc32)CC1,10%,nt,9%,14%,nt,
Clc1ccc(CNC2CN3CCC2CC3)cc1 (stereo not given),0%,i,-16%,-6%,-1%,
C=CCn1c(O)c(N=NC(=S)Nc2ccc(OC)cc2)c2ccccc21,5%,i,20%,4%,21%,
O=S(=O)(c1ccccc1)N1CCN(Cc2c(O)ccc3ccccc23)CC1,nt,11%,?,5%,-6%,
COc1ccc(S(=O)(=O)N2CCCCC2)cc1NC(=O)c1[nH]c(C)c(C(C)=O)c1C,nt,2.7%,1%,1%,1%,
CCNC(=O)/C=C/c1ccccc1[N+](=O)[O-],-6%,0.5%,-3%,0%,-6%,
C=CCn1c(=O)c2c(C)c(C)sc2n2c(Nc3ccccc3)nnc12,-2%,1.4%,10%,-1%,-1%,
Oc1c(Br)cc(Br)cc1C=NCc1ccccc1,87µM*,2.2%,?,-2%,4%,
CCOC(=O)CNC(=O)c1ccc(C)cc1,-10%,1.1%,25%,-5%,0%,
CC(C)c1ccc(C2/C(=C(\O)c3ccc4c(c3)OCCO4)C(=O)C(=O)N2CCN2CCOCC2)cc1 (stereo not given),-19%,1.0%,14%,-8%,-4%,
COc1cc(C(=O)Nc2ncccc2C)ccc1OCC(=O)N1CCOCC1,nt,1.5%,-10%,-6%,3%,
Cc1ccc(/C=C2\Oc3c(ccc(O)c3CN3CCN(C)CC3)C2=O)cc1,-12%,4.3%,54%,8%,7%,

# (continued)
SMILES,Salmonella PhoP GFP,inhibitors of VEEV,tuberculosis growth,H37Rv inhibition,influenza NS1A,others
C[C@H]1CN=C(Nc2ccccc2)N1CC1CCCCC1,-6%,0.7%,12%,-6%,-4%,
COc1ccc(-c2cc(NCCc3ccncc3)n3ncnc3n2)cc1,19%,1.1%,nt,-2%,4%,
COc1ccc(OCCSc2nnc(-c3ccoc3C)n2C)cc1,9%,i,25%,6%,-4%,
C=CCNS(=O)(=O)c1cc2c3c(c1)CCN3C(=O)CC2,10%,2.1%,-2%,12%,1%,
CC1CCN(C(=O)C2COc3ccccc3O2)CC1 (stereo not given),nt,i,0.23µM*,5%,-6%,
O=C(CN1C(=O)S/C(=C\C=C\c2ccccc2)C1=O)N1CCOCC1,-16%,3.7%,7%,-6%,nt,
CC(C)C(NC(=O)C1CCC(C(C)(C)C)CC1)C(=O)NCCc1ccc(S(N)(=O)=O)cc1 (stereo not given),-5%,1.0%,9%,4%,-28%,
NNC(=S)Nc1ccc(Cl)cc1,9%,1.2%,?,?,7%,
COCCNC(=O)/C(C#N)=C/c1c(N2CCN(c3ccccc3)CC2)nc2c(C)cccn2c1=O,-6%,10%,2%,-3%,>100µM*,
Cc1ccnc(NS(=O)(=O)c2ccc(N)cc2)n1,4%,0.2%,61%,70%,3%,
CC(=O)Nc1ccc(N2CCC(C)CC2)c([N+](=O)[O-])c1,3%,3.5%,70%,-1%,11%,
COC(=O)C1=C(c2ccc(F)cc2F)C[C@@H]2CC[C@H]1N2C(=O)NCc1ccc(C(F)(F)F)cc1,nt,3.1%,12%,7%,-13%,
CCN(Cc1ccccc1)C(=O)CCc1nnc(CCCc2ccccc2)o1,12%,0.1%,11%,0%,-5%,
CCN(Cc1ccc2c(c1)OCO2)C(=O)CSc1ncnc2sccc12,nt,1.2%,43%,-1%,1%,
O=C(CSc1ccc(C(F)(F)F)cn1)Nc1ccccc1,2%,0.9%,76%,1%,-2%,
CCCN1C2=NCCCN2c2ccccc21,6%,0.3%,1%,-9%,-9%,
COc1ccc(N(C)C(=O)c2ccc3c(Cl)c4c(nc3c2)CCCC4)c(OC)c1,5%,1.6%,27%,4%,7%,
O=C(Nc1ccccc1N1CCOCC1)C1=COCCO1,5%,3.3%,2%,-5%,-8%,
COc1ccccc1C1(CC(=O)Nc2nccs2)CCOC(C(C)C)C1 (stereo not given),5%,12%,63%,0%,8%,
O=C(OCC(=O)N1CCN(C(=O)c2ccco2)CC1)c1c(Cl)cccc1Cl,nt,0.3%,-15%,1%,4%,
Cc1ccc(/C(O)=C2\C(=O)C(=O)N(c3cc(C)on3)C2c2cccc(Br)c2)cc1 (stereo not given),-5%,1.3%,31%,-2%,-3%,
CCN(C[C@H]1N[C@@](C)(C(=O)OC)[C@H]2C(=O)N(C)C(=O)[C@@H]12)C(=O)COc1ccccc1,nt,1.2%,11%,3%,-2%,
O=C(Nc1ccccc1N1CCOCC1)c1ccc([N+](=O)[O-])cc1,1%,1.9%,15%,-2%,4%,
COc1ccc(S(=O)(=O)Nc2cc3c4c(c2)CCN4C(=O)CC3)cc1OC,-3%,6.6%,-4%,-3%,-4%,
Cc1ccccc1NC(C)C(=O)N/N=C/c1c[nH]c2ccccc12 (stereo not given),-3%,1.1%,-1%,6%,-1%,inhibitors of VEEV 10K pilot screen=1.0
COc1ccc(CNC(=O)c2ccncc2)cc1,-3%,1.2%,13%,-1%,-2%,
COC(=O)c1ccc(CC(=O)c2nc3ccccc3s2)cc1,-4%,0.2%,32%,3%,-5%,
CC(C)CCN1CC(C(=O)NCCC2=CCCCC2)CC1=O (stereo not given),-6%,i,23%,10%,-3%,
Cc1ccc(C2CC(=O)NC(SCCC(C)C)=C2C#N)cc1 (stereo not given),29%,0.9%,-5%,4%,1%,
CCn1cc(C(=O)Nc2cccc(C)c2)c(=O)c2ccc(C)nc21,-5%,nt,6%,0%,nt,
CCc1ccc(-c2cc(C)no2)cc1S(=O)(=O)Nc1ccccn1,2%,i,7%,9%,3%,
